High-throughput results deposited in PubChem by several laboratories.
GSK3 alpha inh: blocks human GSK-3 alpha kinase; P49840; ADP-Glo luminescence, 60 min; inhibition, % at 10 µM; actives 0.1% (n = 320,000);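 in the data active means inhibition above about 50%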;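 further: GST-tagged GSK-3 alpha with peptide substrate and 25 µM ATP; 0% = DMSO neutral wells and 100% = GW8510 positive control wells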
Target sequence (P49840 whole entry, looked up): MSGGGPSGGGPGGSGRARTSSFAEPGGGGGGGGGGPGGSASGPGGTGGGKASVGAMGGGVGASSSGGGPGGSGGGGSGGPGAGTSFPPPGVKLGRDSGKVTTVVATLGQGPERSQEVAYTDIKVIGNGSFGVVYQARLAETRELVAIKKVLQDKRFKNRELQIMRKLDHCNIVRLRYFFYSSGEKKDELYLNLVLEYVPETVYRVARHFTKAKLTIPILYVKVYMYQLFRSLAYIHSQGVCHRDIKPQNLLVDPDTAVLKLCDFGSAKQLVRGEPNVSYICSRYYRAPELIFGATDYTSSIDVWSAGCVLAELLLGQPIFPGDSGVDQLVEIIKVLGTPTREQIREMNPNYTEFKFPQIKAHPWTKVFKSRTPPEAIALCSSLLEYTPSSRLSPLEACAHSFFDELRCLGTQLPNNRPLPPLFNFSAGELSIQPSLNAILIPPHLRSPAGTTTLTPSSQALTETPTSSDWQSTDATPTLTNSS
AI-2 QS mod: Vibrio harveyi AI-2 quorum sensing modulation. Vibrio harveyi JMH597 AI-2 luminescence/OD600 ratio, 9 h; hits give low values; strain lacks LuxN and CqsS sensors; 0 = neutral-control median. activity change, % at 7.5 µM. actives 0.4% (n = 300,000); in the data active means activity change below about -75%, passing the limit was not always enough;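 further: luminescence divided by OD600 gain over 9 h not by final OD600 alone; inactives centre near 13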
HSF1 inh: HSF1 inhibition; NIH3T3-HGL HSE-luciferase, MG132-induced, luminescence 8 h; hits give low values; activity change, negative = inhibition, % at 7.5 µM (by protocol); actives 0.77% (n = 300,000);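 active means more than half of replicate wells show activity change below -50%, luminescence cut by over half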;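 further: luciferase reports HSF-1 transcriptional activity via heat shock element; 0% = median of DMSO wells and -100% = zero luminescence signal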
HDAC3 inh: blocks human histone deacetylase 3; actives 0.15% (n = 320,000); recombinant HDAC3, fluorogenic peptide/trypsin coupled, fluorescence; O15379; inhibition, % at 8.3 µM; in the data active means inhibition above about 26%, passing the limit was not always enough
PolyA inhibitor: blocks polyadenylation in yeast reporter cells | S. cerevisiae SKY197-pL101 polyadenylation reporter, beta-gal luminescence; efflux-impaired pdr1/pdr3 knockout yeast; score 100 = 6 SD above DMSO | AID 1875 | calls only at 12 µM | actives 0.02% (n = 300,000);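 active means lowest replicate activity score at least 50, where 100 means six control SD above control mean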;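 further: yeast exposed to compound for 9 h at 30 °C; higher score means more reporter readthrough which indicates perturbed polyadenylation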
HSF1 activator: increases HSF-1 driven luciferase reporter signal; NIH3T3-HGL HSF-1 luciferase reporter, MG132, 8 h; 100% = twice DMSO control signal; activation, % at 9 µM; actives 1.7% (n = 300,000);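 active means mean replicate activation of at least 50% with a set share of replicates each reaching 50%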;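 further: 0% = median of the neutral control wells and 100% = twice that signal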
HSP90 refold inh: inhibitors of HSP90 luciferase refolding in rabbit reticulocyte lysate | actives 0.91% (n = 290,000) | inhibition, % at 5.6 µM | luciferase refolding luminescence, 3 h;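 active means inhibition above the screen-wide mean plus 3 SD, computed separately per campaign, cut at about 16% in these data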;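 further: 0% = DMSO wells and 100% = 60 µM geldanamycin wells; inhibitors lower the luminescence because luciferase stays unfolded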
Platelet DG rel: platelet dense granule release activity. inhibition, %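 (compounds screened at 7.5 µM in platelet-rich plasma)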. AID 1663. human platelet-rich plasma, SFLLRN dense granule ATP release, luminescence. actives 0.22% (n = 300,000);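 active means mean replicate score, as percent of positive control, at or above 50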
Dyrk1A ADPGlo: blocks rat Dyrk1A kinase activity; Q63470; ADP-Glo luminescence, NFATc1 peptide; inhibition, % at 12.5 µM; actives 0.43% (n = 310,000); in the data active means inhibition above about 50%;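 further: plate controls were vehicle with enzyme for no effect and no enzyme for full effect; many of its hits are not listed in these tables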
GSK3B inh: human GSK3beta kinase inhibition; AID 2097; actives 0.038% (n = 300,000); GST-GSK3beta kinase, ADP-Glo luminescence, 60 min; hits give low values; activity score (negative = inhibition), % at 10 µM;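 active means more than half of replicate wells score below -50%, meaning over 50% inhibition versus plate controls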;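 further: 0% = median DMSO wells and -100% = median GW8510 positive control wells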
Target sequence (P49841 whole entry, looked up): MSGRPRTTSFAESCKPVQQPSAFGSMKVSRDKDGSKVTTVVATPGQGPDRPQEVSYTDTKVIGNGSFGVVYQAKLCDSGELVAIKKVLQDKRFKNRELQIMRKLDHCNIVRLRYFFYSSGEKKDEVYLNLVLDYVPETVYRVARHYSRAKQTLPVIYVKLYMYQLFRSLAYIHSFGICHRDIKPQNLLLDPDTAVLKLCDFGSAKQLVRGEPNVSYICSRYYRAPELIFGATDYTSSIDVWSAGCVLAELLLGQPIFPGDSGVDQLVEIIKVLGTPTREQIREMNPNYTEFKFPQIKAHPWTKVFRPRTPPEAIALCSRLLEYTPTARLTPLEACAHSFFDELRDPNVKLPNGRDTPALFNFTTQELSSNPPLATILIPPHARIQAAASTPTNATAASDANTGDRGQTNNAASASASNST
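Test system: GST-tagged human GSK3beta kinase, cell-free; evaluation: activity score scaled between in-plate DMSO and GW8510 controls; measured by: ADP-Glo luminescence; incubation: 60 min reaction, RT; benchmarks: DMSO and 20 µM GW8510; reagent: peptide substrate plus 25 µM ATP (final); medium: Tris/MgCl2 kinase buffer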
* = called active by the depositor; i = inactive; . = not tested or not shown.

SMILES	GSK3 alpha inh	AI-2 QS mod	HSF1 inh	HDAC3 inh	PolyA inhibitor	HSF1 activator	HSP90 refold inh	Platelet DG rel	Dyrk1A ADPGlo	GSK3B inh
CCOC(=O)C(NCCCCl)c1ccccc1 (stereo not drawn)	-2	-7	2	7	i	-1	13	-2	4	-2
Cc1ccc(N(C(=O)c2nsc(Cl)c2Cl)C(C(=O)NC2CCCC2)c2ccc(O)cc2)cc1C (stereo not drawn)	-3	14	3	11	i	15	-2	-2	-2	-4
O=C(Nc1ccccc1C(F)(F)F)N1CCN(C(c2ccccc2)c2ccccc2)CC1	-1	18	-1	1	i	-5	4	-1	0	4
CC(C)Oc1ccc(C(CC(=O)O)NC(=O)Cc2ccccc2)cc1 (stereo not drawn)	-5	20	-3	-6	i	2	-2	-4	-2	1
COc1cc2c(cc1OC)C(c1ccccc1)N(C(=O)CCl)CC2 (stereo not drawn)	-4	16	4	5	i	3	2	9	22	-1
Cn1ncc(N=Cc2ccccc2)c1C(=O)Nc1cccc(Cl)c1	1	13	2	-2	i	25	-2	-5	4	3
O=C1NC(c2ccncc2)C(C(=O)c2cccs2)C(O)(C(F)(F)F)N1 (stereo not drawn)	-1	17	1	0	i	2	0	3	-9	1
CCOC(=O)C1=NN(c2ccccc2)C(c2ccccc2)CC1=O (stereo not drawn)	-11	19	0	-4	i	-5	-2	-6	1	2
Cc1c(Nc2ncccc2C(=O)O)cccc1C(F)(F)F	-4	11	9	5	i	6	.	-4	11	1
CC(C)n1cc(CN2CCC(C(=O)Nc3cccc(-c4cccc(Cl)c4)c3)CC2)cn1	1	17	6	-2	i	15	0	6	6	-1
COc1ccc(C(C)=O)cc1CN(c1ccccc1OC)S(=O)(=O)c1cccs1	2	13	0	3	i	-13	2	7	1	-2
S=C1NC[C@H](CC2CCCCC2)N1CC1CCCCC1	1	17	3	13	i	2	9	-2	-2	3
CCOc1ccc(-n2cc(-c3ccccc3)c3c(=S)nc[nH]c32)cc1	-1	-3	-31	0	i	-41	5	2	-3	-3
CCCCOc1ccc(S(=O)(=O)NCc2csc(C)n2)cc1	3	29	12	-1	i	32	-2	-7	-6	-1
Cc1cc(NC(=O)CSc2nnc(-c3ccccc3)n2Cc2ccco2)no1	0	16	-7	0	i	24	-2	-2	2	-1
O=C(O)c1ccc(S(=O)(=O)N2CCC(n3nnc4cc(C(F)(F)F)ccc43)CC2)cc1	0	35	-1	1	i	4	-3	-2	2	3
CCOc1ccccc1NC(=O)C1=C(C)NC(=O)NC1c1cccc(OC)c1OC (stereo not drawn)	1	3	1	2	i	2	-2	7	-2	0
CCCc1nc2sc3c(c2c(=O)n1N)CCC3	0	11	-5	0	i	-11	0	1	11	1
Cc1cc(C)nc(SC/C=C/c2ccccc2)n1	1	-17	-3	5	i	-10	0	0	-7	0
COc1ccc(S(=O)(=O)Nc2ccccn2)cc1	-3	24	3	1	i	-2	-2	-1	-12	-3
Cc1cc(C)c([N+](=O)[O-])cc1NC(=O)CCSc1ccccc1Cl	.	48	6	-3	i	27	-3	-9	-1	1
O=C(CC1CCCCC1)NCc1ccco1	-4	41	-8	2	i	-5	-2	7	-3	0
CN(CC(=O)Nc1sccc1C#N)Cc1ccccc1	1	19	.	2	i	.	-4	-3	-1	-22
Cc1ccc(-n2c(C)c(C)c3c(NCCCO)ncnc32)cc1	0	20	25	20	i	28	-2	-2	-5	0
CCCc1ccc(/C=C2\C(=O)c3ccccc3C(O)=C2C(=O)OCC)cc1	-2	25	-8	9	i	0	1	-1	.	3
Cc1cccc2cc(CN(Cc3cccs3)C(=S)NCc3ccco3)c(=O)[nH]c12	4	16	17	-1	i	39	-4	-18	-2	0
CCOC(=O)CSCC(=O)Nc1cc(C)ccc1C	-1	25	2	1	i	3	2	0	6	3
N#CC1=C(SCC(=O)NC2CCCCC2)NC(=O)CC1c1ccco1 (stereo not drawn)	-2	1	0	6	i	-23	-6	-10	-7	-2
O=C(Oc1nsnc1N1CCOCC1)N(c1ccccc1)c1ccccc1	1	24	-4	-5	i	9	5	-5	4	1
Cc1ccc(NC(=S)N(CCN2CCOCC2)Cc2ccccc2F)cc1Cl	-4	29	2	-10	i	0	-2	-26	.	-1

Laid out differently: 4 of the compounds above.
canonical_smiles: Cc1ccc(NC(=S)N(CCN2CCOCC2)Cc2ccccc2F)cc1Cl
  GSK3 alpha inh = -4	AI-2 QS mod = 29	HSF1 inh = 2	HDAC3 inh = -10	PolyA inhibitor = i	HSF1 activator = 0	HSP90 refold inh = -2	Platelet DG rel = -26	Dyrk1A ADPGlo = .	GSK3B inh = -1
canonical_smiles: Cc1ccc(-n2c(C)c(C)c3c(NCCCO)ncnc32)cc1
  GSK3 alpha inh = 0	AI-2 QS mod = 20	HSF1 inh = 25	HDAC3 inh = 20	PolyA inhibitor = i	HSF1 activator = 28	HSP90 refold inh = -2	Platelet DG rel = -2	Dyrk1A ADPGlo = -5	GSK3B inh = 0
canonical_smiles: O=C(Oc1nsnc1N1CCOCC1)N(c1ccccc1)c1ccccc1
  GSK3 alpha inh = 1	AI-2 QS mod = 24	HSF1 inh = -4	HDAC3 inh = -5	PolyA inhibitor = i	HSF1 activator = 9	HSP90 refold inh = 5	Platelet DG rel = -5	Dyrk1A ADPGlo = 4	GSK3B inh = 1
canonical_smiles: CCCc1nc2sc3c(c2c(=O)n1N)CCC3
  GSK3 alpha inh = 0	AI-2 QS mod = 11	HSF1 inh = -5	HDAC3 inh = 0	PolyA inhibitor = i	HSF1 activator = -11	HSP90 refold inh = 0	Platelet DG rel = 1	Dyrk1A ADPGlo = 11	GSK3B inh = 1

Continuation:
SMILES	GSK3 alpha inh	AI-2 QS mod	HSF1 inh	HDAC3 inh	PolyA inhibitor	HSF1 activator	HSP90 refold inh	Platelet DG rel	Dyrk1A ADPGlo	GSK3B inh
COc1cccc(C2=CC(c3ccc(C)cc3)n3ncnc3N2)c1 (stereo not drawn)	.	10	0	0	i	-16	-2	-1	.	-2
CCc1nn(CC(=O)NCCC2=CCCCC2)c(=O)c2cc3cc(F)ccc3n12	-2	23	1	-3	i	12	-2	-8	-8	1
Cc1cc(OCc2nc(-c3cccs3)no2)cc(C)c1Cl	-3	-2	18	2	i	17	-4	-1	18	1
COc1ccc(NC(=S)NC(=O)/C=C/c2ccccc2)cc1	-1	19	11	8	i	0	1	0	-6	-4
CN(C)CC(=O)N1CCc2ccccc2C1	-1	-1	-8	3	i	-6	2	10	-5	-3
Cc1nc2c3ccccc3nc(NNC(=O)CCC(=O)N3CCN(c4ccc(F)cc4)CC3)n2n1	-3	1	-7	12	i	-21	12	-3	-4	0
Cn1cc([N+](=O)[O-])c(C(=O)N/N=C/c2ccc([N+](=O)[O-])cc2)n1	-1	24	5	0	i	34	1	-5	0	0
C=CCNC(=O)c1ccc(Cn2cc(C(F)(F)F)ccc2=O)cc1	1	20	-3	-7	i	-4	0	-6	-4	-2
O=C(NCc1cc(C(F)(F)F)cc(C(F)(F)F)c1)C12CN(Cc3ccccc3)CC1C(c1cccc([N+](=O)[O-])c1)=NO2 (stereo not drawn)	-2	22	-1	3	i	-11	-3	-7	1	-1
O=C(NCC1CC1)[C@]1(C(F)(F)F)C[C@H](CCC2CCCCC2)CCCO1	-2	-8	-5	1	i	-15	.	2	5	0
Cc1ccnc(Sc2ccc([N+](=O)[O-])cc2[N+](=O)[O-])n1	3	33	97	7	i	131*	5	0	2	-3
CC(=O)N(c1ccccc1)C1SC(=O)N(c2ccccc2)C1=O (stereo not drawn)	0	18	7	-1	i	12	2	11	5	-2
N/C(=N\S(=O)(=O)c1cccs1)c1ccccc1Cl	-2	-5	1	7	i	-1	3	-9	0	3
Cc1ccc(-c2nc(Nc3cccc(C)c3)sc2CC(=O)O)cc1	0	13	-9	7	i	-20	0	-3	12	1
Cc1ccc(Nc2nc(N3CCN(C)CC3)nc(N)c2[N+](=O)[O-])cc1C	-2	-1	3	0	i	-7	-3	-11	.	2
CCOc1ccc2c(c1)C(N(CCN1CCOCC1)C(=S)Nc1ccccc1OC)CC(C)(C)O2 (stereo not drawn)	0	-7	0	2	i	-6	1	-7	-4	2
Cc1c(N(C(=O)CNC(=O)c2ccccc2)C2(C(=O)NC3CCCCC3)CCCCC2)c(=O)n(-c2ccccc2)n1C	-1	9	1	-4	i	10	1	0	0	1
Cc1cc([N+](=O)[O-])c(C)cc1-c1ccc(/C=N/NC(=O)Cn2nnnc2N)o1	0	13	-3	-2	i	19	-8	9	0	2
O=C(CNC(=O)c1ccccc1F)N/N=C/c1cc(Br)ccc1OCc1ccccc1	.	2	2	13	i	14	-2	-18	0	-1
O=C(Cn1c(=O)oc2cc(S(=O)(=O)N3CCCC3)ccc21)N1CCN(C2CCCCC2)CC1	-2	-19	-4	-1	i	1	0	11	-1	0
COc1ccc(C(=O)NNC(=O)C(=O)Nc2ccc(C)cc2)cc1	-1	16	4	1	i	39	3	1	-4	-2
Cc1ccccc1NC(=O)c1sc2nc[nH]c(=O)c2c1C	6	24	4	.	i	14	1	-10	.	4
CC(C)(C)Nc1nc(SCC(=O)Nc2ccccc2)nc(N2CCOCC2)n1	-2	12	10	5	i	45	2	-5	3	-1
O=C(CCCOc1ccccc1)NCCc1ccccc1	-1	18	-5	4	i	16	-2	-2	2	0
COCCn1c(C)cc(C2=NNC(=Nc3ccc(Cl)cc3Cl)SC2)c1C	2	11	-11	0	i	-9	9	-5	7	-1
Cc1nc(N)sc1N=Nc1ccc(Br)cc1	2	-6	3	5	i	11	12	0	1	-2
Cc1ccnc(NC2(C(F)(F)F)N=C(c3ccccc3)NC2=O)c1 (stereo not drawn)	1	5	12	2	i	9	4	11	-2	1
O=C(NCc1ccco1)C1CCN(S(=O)(=O)Cc2ccccc2)CC1	0	22	2	3	i	-11	-1	-2	-1	0
Cc1ccc(-c2c(C(=O)N/N=C/c3cccnc3)nnn2-c2nonc2N)cc1	5	26	-1	0	i	3	2	9	16	0
Cc1ccc2c(c1)c1ncnc(N3CCOCC3)c1n2C	-1	7	6	-54	i	19	1	8	-1	4
CC1=NNC(=O)C1CC(=O)N/N=C/c1ccncc1 (stereo not drawn)	-4	29	25	-5	i	48	2	0	-11	2
Cc1ccc(CC(=O)O/N=C(\N)c2cccc([N+](=O)[O-])c2)cc1	1	-30	.	1	i	.	-4	15	0	-2
O=C(Nc1ccc(S(=O)(=O)N2CCOCC2)cc1)c1ccccc1F	-1	23	5	-1	i	-8	-4	0	-1	1
COc1ccc(Cn2nnnc2C(C(C)C)N2CCc3ccccc32)cc1 (stereo not drawn)	4	4	-2	2	i	-1	2	7	1	-4
CN1CC2(Cc3c1ccc1ccccc31)C(=O)OC(C)(C)OC2=O	1	2	15	-10	i	21	1	-1	5	1
C#Cc1ccc(CN2CCC(Oc3ccc(C(=O)NCc4ccccn4)cc3)CC2)cc1	-2	35	1	7	i	2	-4	17	1	2
CCn1c(SCC(=O)Nc2oc(C)c3c(C)n[nH]c(=O)c23)nc2sc(C)c(C)c2c1=O	0	.	-71*	5	i	-78	.	2	-3	.
COc1ccc(-n2nc(C(=O)NCC(=O)NCCCN3CCN(C)CC3)c3ccccc3c2=O)cc1OC	-3	16	1	1	i	26	-1	-11	-2	1
Cc1cccc(NC(=O)/C(C#N)=C/c2ccccc2Cl)n1	-2	3	1	2	i	-13	-2	6	-3	0

Some of the compounds tested. The share of hits here may be higher or lower than overall.
